ABHD5 PLIN5 PPI – ABHD5-PLIN5 interaction inhibitors, primary screen, cell lysate, split luciferase complementation, luminescence; inhibition, % at 4 µM; Perilipin-5 (Homo sapiens) + 1-acylglycerol-3-phosphate O-acyltransferase ABHD5 (Homo …; 0.78% of 360,000 active; Split G. princeps luciferase complementation, 4 h;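 active = inhibition above the mean inhibition across every tested compound plus 3 SD, cut at about 22% in these data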;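 also: 0% = DMSO only wells and the 100% control is not disclosed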
m5-HT2A agonist – mouse Htr2a agonists via beta-arrestin recruitment, primary screen, cell-based, luminescence. 5-hydroxytryptamine receptor 2A (Mus musculus), P35363. CHO-K1 mHTR2A beta-arrestin complementation; percent of 30 µM serotonin response. activation, % at 7.6 µM. 0.66% of 360,000 active. AID 624169, 2012;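 active = activation above a run cutoff, the mean activation of all tested compounds plus 3 SD, cut at about 14% in these data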;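 also: 0% = plate median of compound wells and 100% = 30 µM serotonin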
ABCB6 inh MLPCN – ABCB6 transporter inhibitors, primary screen, K562-ABCB6 cells, flow cytometry, MLPCN library. 0.19% of 360,000 active. fluorescence ratio to DMSO, % at 10 µM. K562-ABCB6 porphyrin accumulation, 1 h; active compounds read low;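 active = fluorescence ratio to DMSO below 75%, the collection mean minus 3 SD; inconclusive = too few cells collected in the well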;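 also: signal is porphyrin accumulated inside mitochondria; 100% equals median channel fluorescence of DMSO control wells; lower ratio means ABCB6 inhibition with less porphyrin fluorescence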
Target sequence (Q9NP58 whole entry, looked up): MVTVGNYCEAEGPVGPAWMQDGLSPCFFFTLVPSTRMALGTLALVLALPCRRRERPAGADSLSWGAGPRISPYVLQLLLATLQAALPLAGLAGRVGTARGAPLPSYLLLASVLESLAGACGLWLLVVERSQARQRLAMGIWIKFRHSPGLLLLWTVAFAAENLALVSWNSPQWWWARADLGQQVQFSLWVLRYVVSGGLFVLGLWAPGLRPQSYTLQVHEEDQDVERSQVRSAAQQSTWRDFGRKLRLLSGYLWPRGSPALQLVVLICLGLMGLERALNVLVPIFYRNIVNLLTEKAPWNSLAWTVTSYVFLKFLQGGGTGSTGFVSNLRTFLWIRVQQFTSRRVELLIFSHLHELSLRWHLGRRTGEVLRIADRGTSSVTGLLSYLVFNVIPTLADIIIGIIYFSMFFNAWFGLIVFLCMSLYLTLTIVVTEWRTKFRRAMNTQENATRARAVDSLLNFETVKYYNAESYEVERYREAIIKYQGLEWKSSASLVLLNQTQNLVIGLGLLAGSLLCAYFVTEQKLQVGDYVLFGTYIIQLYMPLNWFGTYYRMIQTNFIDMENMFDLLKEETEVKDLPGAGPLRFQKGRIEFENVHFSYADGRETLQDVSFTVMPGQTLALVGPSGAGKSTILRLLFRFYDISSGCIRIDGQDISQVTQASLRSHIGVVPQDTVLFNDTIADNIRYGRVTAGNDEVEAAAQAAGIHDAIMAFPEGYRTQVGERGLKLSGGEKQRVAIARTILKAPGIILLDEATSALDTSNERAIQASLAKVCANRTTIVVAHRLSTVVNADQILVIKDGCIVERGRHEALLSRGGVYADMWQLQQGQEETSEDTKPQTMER
MC4R barr agon – MC4R agonists recruiting beta-arrestin, primary screen, cell-based, luminescence, agonist arm of biased-ligand search; Melanocortin receptor 4 (Homo sapiens), P32245; U2OS MC4R beta-arrestin complementation; percent of melanotan II response, DMSO zero; activation, % at 8.9 µM; 0.98% of 360,000 active; AID 540308, 2011;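 active = activation above a per-plate cutoff, the mean activation of sample wells on that plate plus 3 SD, cut at about 8% in these data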
Cardio protect – cardioprotection against H2O2-induced cell death, primary screen, uHTS, H9c2 cells, ATPLite luminescence; 0.63% of 360,000 active; protection from H2O2 cell death, % at 20 µM; AID 588492, 2011; H9c2 cardiomyocytes, H2O2 injury protection, 2 h;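 active = compounds giving at least 50% protection of heart cells from peroxide-induced death in the single-dose screen, raw or plate-pattern-corrected value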;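 also: 0% = DMSO wells with peroxide and 100% = DMSO wells without peroxide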
Granule exo inh – LAMP-1 surface exposure blockers, TALL-104 cells – cell-based, flow cytometry, MLPCN library, primary screen; inhibition, % at 10 µM; AID 651702, 2012; TALL-104 LAMP-1 surface exposure; cells stimulated with thapsigargin and PMA; 0.66% of 360,000 active;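 active = inhibition above about 55%, limit read from the data; inconclusive = no clear call, values can overlap the other calls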
MC4R antag cAMP – MC4R antagonists of cAMP signaling, primary screen, cell-based, TR-FRET, antagonist arm of biased-ligand search. MC4R-expressing cells, MTII-stimulated cAMP, LANCE TR-FRET. 0.48% of 360,000 active. inhibition, % at 6.5 µM;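 active = inhibition above its plate's cutoff, the mean of tested wells on that plate plus 3 SD, cut at about 29% in these data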;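 also: 0% = Melanotan II alone and 100% = Melanotan II plus saturating MCL0020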
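Material – human MC4R-expressing U2OS cells · Repeats – no replicates · Detection – TR-FRET with Eu-cAMP and labeled anti-cAMP, 671 nm · Times – compound 30 min, challenge 1 h, detection 1 h · Compound – single nominal compound dose of 6.5 µM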
aDG glyco act – activators of alpha-DG glycosylation, primary screen, uHTS, Pro5-aDG cells, AlphaScreen. alpha-DG glycosylation AlphaScreen (IIH6); 0% Pro5, 100% B10-LARGE cell signal. activation, % at 10 µM. 0.22% of 360,000 active. AID 624168, 2012;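 active = activation of at least 8% versus controls, or a plate z-score of at least 8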;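 also: Pro5 are CHO cells carrying HIG-tagged alpha-DG that lacks glycosylation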
hiPSC survival – enhancers of single-cell hiPSC survival, primary screen, ATPlite luminescence; AID 602274, 2012; 0.044% of 360,000 active; survival enhancement, % at 20 µM; 100% = ROCK inhibitor wells, 0% = DMSO; in the data active = survival enhancement above about 18%;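 also: cells exposed to compounds for 16 hours before the ATP read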
N-glyco inh – increase of ERlucT glycosylation luciferase signal, primary screen, N-linked glycosylation inhibitor project, D54 ERlucT cells, luminescence, set 2 | D54 ERlucT glycosylation luciferase reporter, 24 h; percent of 100 nM tunicamycin response | 0.23% of 360,000 active | AID 588692, 2011 | reporter increase, % at 12.5 µM;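 active = mean luciferase reporter signal, scaled so untreated is 0 and the glycosylation-blocking control 100, at or above a set limit in every replicate; inconclusive = mean reaches the limit but not every replicate does; inactive = mean below the limit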;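 also: luciferase carries N-glycosylation sites so blocking glycosylation raises the light; 0% = median of neutral control wells and 100% = median of 100 nM tunicamycin wells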
An asterisk follows results filed as active; ? = inconclusive; · = not tested or not shown.

SMILES	ABHD5 PLIN5 PPI	m5-HT2A agonist	ABCB6 inh MLPCN	MC4R barr agon	Cardio protect	Granule exo inh	MC4R antag cAMP	aDG glyco act	hiPSC survival	N-glyco inh
COC(=O)c1cccc(NS(=O)(=O)c2ccc(NC(C)=O)cc2)c1C	-3	-1	91	-2.1	-6	7	7	0.5	-0.7	1
FC(F)(F)c1ccc(N2CCOCC2)c(Nc2nc3ccccc3n3cnnc23)c1	5	2	106	-0.3	5	4	-1	0.0	-1.8	13
Cc1cc(C)cc(OCC(=O)NNC(=O)c2cc3ccccc3o2)c1	0	-2	98	-1.2	0	-2	10	-0.1	1.4	2
CC(C)Cn1c(-c2ccc(C#N)cc2)nc2c1c(=O)[nH]c(=O)n2CC(C)C	3	3	122	0.3	-3	1	17	0.5	1.4	2
O=C(CNC(=O)c1cccc(F)c1)OCC(=O)N1CCCc2ccccc21	-4	-3	105	0.5	1	0	18	-0.5	-0.8	2
CN1CCN(c2ccc(NC(=O)c3ccc(-c4ccccc4F)o3)cc2)CC1	10	-2	98	-1.0	-2	8	-4	4.4	2.9	-5
CCOC(=O)CSc1nnc2cc(C)c3ccccc3n12	2	0	100	-0.4	7	-2	3	-0.1	-1.9	3
CC1(C)CC2CC(C)(CN2C(=O)c2ccc([N+](=O)[O-])cc2[N+](=O)[O-])C1 (stereo not drawn)	1	8	91	-4.5	5	-4	-3	0.3	0.5	2
COc1ccc(S(=O)(=O)N2CCN(c3ccccc3)CC2)cc1OC	0	5	96	2.8	-3	-9	7	-0.1	0.1	-3
Nc1nc(Nc2ccc(Cl)cc2)nc(NCCO)c1[N+](=O)[O-]	1	-9	98	-1.3	38	4	2	-0.1	1.3	11
O=C(c1cc(=O)c2ccccc2o1)N1CCN(c2ccccc2)CC1	0	0	101	1.0	-3	-1	-11	-0.4	3.1	0
CCOc1ccc(NC(=O)COC(=O)c2cc(S(=O)(=O)N3CCCC3)ccc2C)cc1	-6	-5	92	0.2	-11	13	5	-0.1	-0.2	0
CCNC(=O)NC(=O)CSc1ccc(S(=O)(=O)N2CCCCC2)cn1	-8	2	108	-0.6	3	-3	1	0.0	-0.9	0
O=C(Cn1nc(Cc2cccnc2)c2ccccc2c1=O)N1CCN(c2ccccn2)CC1	1	3	100	-2.2	41	2	-1	0.2	-2.1	1
Cc1ccccc1OCC(=O)NN1CCN(C)CC1	-1	-5	98	-0.7	-5	2	3	0.3	0.7	1
CC(=O)NC(CC(=O)N1CCN(C(C)=O)CC1)c1ccccc1 (stereo not drawn)	-5	6	97	-2.0	3	1	-1	-0.2	-0.4	1
CC(=O)c1sc(NC(=O)CS(=O)(=O)c2ccccc2)nc1-c1ccccc1	-2	-7	99	-1.6	4	2	8	-0.2	0.4	3
COC(=O)c1nn(-c2ccc(OC)cc2)c(=O)cc1NN	-40	2	96	-3.6	-3	5	1	-0.3	0.2	-2
Nc1ncn(C(=S)Nc2ccccc2)n1	-7	-5	88	-3.4	-4	21	-2	0.4	-0.2	1
CCN(CC)S(=O)(=O)c1ccc(Cl)c(NC(=O)COc2ccccc2[N+](=O)[O-])c1	2	-2	94	7.7	-1	2	-2	-0.2	4.8	-2
CC(C)C(NC(=O)c1cccnc1)C(=O)O (stereo not drawn)	-7	0	97	1.5	-2	-4	4	0.1	0.7	1
Cc1oc(C(C)(C)C)cc1C(=O)N1CCN(c2ccc(C(F)(F)F)cn2)CC1	0	-1	106	-0.3	-6	0	11	-0.2	1.4	-2
O=C(NCc1ccncc1)[C@@H]1CCCN1C(=O)[C@@H]1CCCN1	7	1	93	·	·	-6	·	-0.1	-0.5	·
Cc1ccc(Nc2cnn(C34CC5CC(CC(CC(=O)O)(C5)C3)C4)c(=O)c2Cl)cc1C	-1	-1	109	-1.3	-2	3	4	0.1	3.1	5
O=C(Nc1ccccc1N1CCCC1)c1cccnc1	3	2	95	-1.4	-3	-1	-2	0.0	-0.7	-1

The results go on:
SMILES	ABHD5 PLIN5 PPI	m5-HT2A agonist	ABCB6 inh MLPCN	MC4R barr agon	Cardio protect	Granule exo inh	MC4R antag cAMP	aDG glyco act	hiPSC survival	N-glyco inh
COc1cc(C(=O)NCC2CCCO2)cc(Br)c1OCc1ccccc1 (stereo not drawn)	5	-10	95	0.4	-7	-1	6	0.3	-0.5	-2
CCNc1nc(C(=O)O)nc(N2CCOCC2)n1	-2	0	92	-0.2	4	0	19	0.0	-0.2	2
CCn1cc(C(=O)NC(=S)Nc2sc3c(c2C(=O)OC)CCCCCC3)cn1	-4	4	102	-1.7	-8	2	13	-0.3	6.6	-7
CCOc1ccc(-n2ccn(CC(=O)NCCc3ccccc3)c(=O)c2=O)cc1	3	5	98	-0.4	2	-2	4	-0.1	0.0	1
Cc1ccc(CNC(=O)CCNS(=O)(=O)c2ccc3c(c2)c(=O)n(C)c(=O)n3C)cc1	-2	2	97	-1.4	3	-2	2	-0.1	0.5	0
C=CCn1c(SCC(=O)O)nnc1-c1cccs1	-1	5	98	-1.0	-9	24	3	-0.4	-0.4	2
CCOC(=O)Cc1csc(N(C)C)n1	0	-2	93	0.5	-4	-4	11	-0.1	0.6	2
Cc1ccc(N(C(C)C(=O)Nc2c(C)n(C)n(-c3ccccc3)c2=O)S(C)(=O)=O)cc1C (stereo not drawn)	3	2	101	0.5	0	-4	-8	-0.3	2.0	3
Nc1cc(N)cc(-c2nc3ccccc3[nH]2)c1	1	4	119	-1.1	8	1	2	-0.5	-2.5	2
COc1ccc(Cl)cc1NC(=S)NC1CCCC1	-11	-4	99	0.7	1	-22	11	0.2	2.7	-1
Cc1ccc(NC(=O)c2ccc3c(c2)NC(=O)CS3)nc1	6	4	101	-1.3	8	2	1	-0.2	0.8	1
CC(CN(C)Cc1ccccc1)OC(=O)c1ccccc1F (stereo not drawn)	0	-2	100	4.0	-1	-9	18	0.1	-0.5	1
COc1ccc(C(=O)Nc2nc(C)cc(C)n2)cc1	4	5	88	-0.3	0	1	7	-0.2	-0.6	2
COc1ccccc1NC(=O)N(Cc1ccco1)Cc1cc2c(C)ccc(C)c2[nH]c1=O	3	1	90	-0.8	-1	-3	9	0.0	-0.3	0
COc1ccc(NC(=O)CSc2nnc(-c3ccncc3)n2CC2CCCO2)c(OC)c1 (stereo not drawn)	2	0	96	-0.2	-6	-2	4	0.1	2.5	1
Oc1c(C(Nc2nccs2)c2ccc(C(F)(F)F)cc2)ccc2cccnc12 (stereo not drawn)	-2	-6	98	-1.0	40	1	22	0.4	0.0	-11
CC(=O)Nc1cccc(NC(=O)CSc2n[nH]c(-c3ccccc3)n2)c1	-14	-3	99	1.4	3	-6	8	-0.2	0.2	1
Cc1cc(NS(=O)(=O)c2ccc(NC(=O)c3cc4c(=O)n5ccccc5nc4s3)cc2)nc(C)n1	4	-3	98	-1.6	6	0	18	-0.3	2.3	-1
Cc1c(C(=O)NCc2ccc3c(c2)OCO3)oc2ccccc12	-2	-3	93	-0.3	-2	-3	9	-0.2	1.1	-8
COc1cccc(NC(=O)N2CCCC2)c1	5	1	93	-0.6	-4	1	8	0.3	4.7	1
Cc1cc(C)c2nc(SCC(=O)NCCN3C(=O)CSC3=O)cc(C)c2c1	2	0	97	-1.1	-2	14	1	-0.2	-0.7	-1
Cc1cc(C(=O)CSc2nncn2C)c(C)n1-c1ccccc1	1	-3	93	-0.9	-13	-3	12	0.7	-2.8	-10
Cc1ccc(CNC(=O)CS(=O)Cc2nc(-c3ccccc3Cl)oc2C)cc1 (stereo not drawn)	-11	0	97	-0.4	1	-8	9	0.4	-0.6	0
COCc1cc(C)nc(SCC[N+](C)(C)CC(=O)c2ccccc2)c1C#N	1	-6	97	-1.1	0	-1	5	0.0	-0.5	1
O=C(CCl)N1CCCC1c1ccc2c(c1)OCCO2 (stereo not drawn)	0	6	99	-0.1	1	-4	11	-0.2	0.6	?

Some of the entries so far, comma-delimited.
SMILES,ABHD5 PLIN5 PPI,m5-HT2A agonist,ABCB6 inh MLPCN,MC4R barr agon,Cardio protect,Granule exo inh,MC4R antag cAMP,aDG glyco act,hiPSC survival,N-glyco inh
CC(=O)Nc1cccc(NC(=O)CSc2n[nH]c(-c3ccccc3)n2)c1,-14,-3,99,1.4,3,-6,8,-0.2,0.2,1
COc1cccc(NC(=O)N2CCCC2)c1,5,1,93,-0.6,-4,1,8,0.3,4.7,1

Going on with the list:
SMILES	ABHD5 PLIN5 PPI	m5-HT2A agonist	ABCB6 inh MLPCN	MC4R barr agon	Cardio protect	Granule exo inh	MC4R antag cAMP	aDG glyco act	hiPSC survival	N-glyco inh
COc1ccc(S(=O)(=O)NC(C)C(=O)Nc2cccc(C(C)=O)c2)cc1 (stereo not drawn)	0	2	101	-2.5	-1	-2	-2	-0.3	-1.7	-1
CCC(C)n1c(-c2cccc(S(=O)(=O)N3CCOCC3)c2)n[nH]c1=S (stereo not drawn)	-8	-1	96	-3.9	-4	-2	7	0.3	-0.4	-1
O=C(Cc1cccs1)N1CCN=C1SCc1cccc(F)c1	-3	-2	99	-3.2	-2	3	2	-0.1	1.1	0
Cc1cccc(C)c1OCC(=O)NNC(=O)CCNC(=O)c1ccco1	-2	-1	96	-0.3	-5	-2	7	0.0	0.5	-2
Brc1ccc(-c2noc(COc3ccc4c(c3)CCC4)n2)o1	8	4	93	0.9	-34	-2	5	0.0	7.5	-1
COc1ccc(C(CNC(=O)C(CC(C)C)NS(=O)(=O)c2ccc(C)cc2)N2CCOCC2)cc1 (stereo not drawn)	-3	8	97	-3.3	1	-1	-1	0.1	0.6	0
CCn1c(SCC(=O)c2ccc(CNC(C)=O)o2)nnc1-c1cccs1	4	1	98	1.4	-10	-3	-5	0.0	2.7	1
O=C(CSc1ccc(Cl)cc1)Nc1cccc(NC(=O)c2ccco2)c1	6	-1	103	-0.5	2	2	22	0.1	-1.6	-2
CC1CCCCN1CCNC(=O)CN1C(=O)COc2ccccc21 (stereo not drawn)	7	8	86	-0.9	0	2	9	0.0	1.3	-1
CCC1(C)Cc2c(sc3nnn(Cc4ccccc4Cl)c(=O)c23)CO1 (stereo not drawn)	-6	1	100	-1.0	-10	-1	4	-0.2	-1.9	-7
COc1ccc(C(=O)N2c3cc4c(cc3C(C)=CC2(C)C)OCO4)cc1	-8	2	99	0.8	-12	3	10	0.0	-1.6	-4
Cc1ccnc2ccc(-c3nc4ccccc4o3)cc12	3	3	97	0.0	2	-1	14	-0.2	-2.6	1
Cc1c(NC(=O)c2noc3c2CCc2ccccc2-3)c(=O)n(-c2ccccc2)n1C	-2	1	97	-0.1	-9	1	4	0.4	-2.7	-1

Assay outcomes (PubChem BioAssay)
